Screening data deposited in PubChem BioAssay by several laboratories.
KLF5 inhibitor – KLF5 expression inhibitors, primary screen, DLD-1 cells, luminescence. 290,000 tested, 0.23% active. inhibition, % at 5 µM. DLD-1 KLF5 promoter-luciferase reporter;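 active = inhibition above a per-plate limit of that plate's mean compound inhibition plus 3 SD, cut at about 60% in these data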;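 note: 0% = DMSO wells and 100% = LY294002 at 200 µM; higher means less KLF5 promoter-driven luciferase light; inactives centre near -14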
HSF1 inh – HSF1 inhibitors in luciferase reporter cells, primary screen, cell-based, NIH3T3, luminescence; NIH3T3-HGL HSE-luciferase, MG132-induced, luminescence 8 h; stronger effect = lower value; activity change, negative = inhibition, % at 7.5 µM (by protocol); 300,000 tested, 0.77% active; AID 2098, 2009;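 active = more than half of replicate wells show activity change below -50%, luminescence cut by over half; inconclusive = some wells, but at most half, below -50%; inactive = no replicate well below -50%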;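 note: luciferase reports HSF-1 transcriptional activity via heat shock element; 0% = median of DMSO wells and -100% = zero luminescence signal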
IEC-6 tox – cytotoxicity in IEC-6 intestinal epithelial cells, primary screen, cytotoxicity control for KLF5 inhibitor project, cell-based, luminescence. IEC-6 cytotoxicity, luminescence viability. inhibition, % at 5 µM. 290,000 tested, 0.78% active; in the data active = inhibition above about 22%;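 note: 0% = plate median of test compound wells and 100% = cytotoxic reference compound wells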
Platelet DG rel – inhibitors of platelet dense granule secretion, primary screen, cell-based, MLPCN, human platelets; human platelet-rich plasma, SFLLRN dense granule ATP release, luminescence; inhibition, %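 (compounds screened at 7.5 µM in platelet-rich plasma)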; 300,000 tested, 0.22% active; AID 1663, 2009;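 active = mean replicate score, as percent of positive control, at or above 50; inconclusive = mean below 50 but at least one replicate at or above 50; inactive = mean and every replicate below 50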
HSP90 inh – HSP90 inhibitors, primary screen, cell lysate, luminescence | Rabbit reticulocyte lysate, luciferase refolding luminescence, 3 h | inhibition, % at 5.6 µM | AID 1789, 2009 | 290,000 tested, 0.91% active;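 active = inhibition above the screen-wide mean plus 3 SD, computed separately per campaign, cut at about 16% in these data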;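 note: 0% = DMSO wells and 100% = 60 µM geldanamycin wells; inhibitors lower the luminescence because luciferase stays unfolded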
aSyn UTR inh – MLPCN primary screen, SNCA 5' untranslated region; alpha-synuclein 5'UTR reporter, inhibitor activity; inhibition, % (tested at 7.5 µM); 300,000 tested, 0.82% active; in the data active = inhibition above about 60%; inconclusive = no clear call, values can overlap the other calls;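 note: H4 neuroglioblastoma cells stably carrying SNCA 5'UTR luciferase fusion; 0% = DMSO wells and 100% = positive control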
GSK3 alpha inh – blockers of GSK3A enzyme activity – biochemical, luminescence, cell-free homogeneous, HTS, primary screen; GSK-3 alpha kinase, ADP-Glo luminescence, 60 min; inhibition, % at 10 µM; 320,000 tested, 0.1% active;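 in the data active = inhibition above about 50%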;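 note: GST-tagged GSK-3 alpha with peptide substrate and 25 µM ATP; 0% = DMSO neutral wells and 100% = GW8510 positive control wells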
Target sequence (P49840 whole entry, looked up): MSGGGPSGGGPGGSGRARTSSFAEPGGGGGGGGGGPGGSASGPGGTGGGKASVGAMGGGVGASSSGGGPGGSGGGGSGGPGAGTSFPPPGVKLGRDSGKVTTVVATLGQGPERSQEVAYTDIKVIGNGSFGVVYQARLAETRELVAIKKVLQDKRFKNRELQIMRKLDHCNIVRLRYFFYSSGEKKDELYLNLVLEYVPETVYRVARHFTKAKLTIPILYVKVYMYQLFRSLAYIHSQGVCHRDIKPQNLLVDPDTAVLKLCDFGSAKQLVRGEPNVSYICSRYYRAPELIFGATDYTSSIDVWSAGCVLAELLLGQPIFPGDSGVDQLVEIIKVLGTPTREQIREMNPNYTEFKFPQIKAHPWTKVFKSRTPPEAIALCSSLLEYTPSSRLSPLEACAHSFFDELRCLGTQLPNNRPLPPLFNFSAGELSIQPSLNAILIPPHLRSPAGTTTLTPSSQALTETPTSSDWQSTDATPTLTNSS
HSF1 activator – HSF-1 activators, primary screen, NIH3T3-HGL cells, MG132 stress, luminescence, single point; AID 504408, 2011; activation, % at 9 µM; 300,000 tested, 1.7% active; NIH3T3-HGL HSF-1 luciferase reporter, 8 h; 100% = twice DMSO control signal;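 active = mean replicate activation of at least 50% with a set share of replicates each reaching 50%; inconclusive = only one of those two conditions met; inactive = mean below 50% and too few replicates reaching it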;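 note: 0% = median of the neutral control wells and 100% = twice that signal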
DYRK1A inh – rat Dyrk1A kinase inhibitors, primary screen, biochemical, single point, plate reader; Dual specificity tyrosine-phosphorylation-regulated kinase 1A (Rattus norvegicus), Q63470; 310,000 tested, 0.43% active; ADP-Glo luminescence, NFATc1 peptide; AID 504441, 2011; inhibition, % at 12.5 µM; in the data active = inhibition above about 50%;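 note: plate controls were vehicle with enzyme for no effect and no enzyme for full effect; many of its hits are not listed in these tables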
GSK3B inh – human GSK3beta kinase inhibitors, primary screen, biochemical, cell-free homogeneous, HTS. AID 2097, 2009. GST-GSK3beta kinase, ADP-Glo luminescence, 60 min; stronger effect = lower value. 300,000 tested, 0.038% active. Glycogen synthase kinase-3 beta (Homo sapiens), P49841. activity score (negative = inhibition), % at 10 µM;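 active = more than half of replicate wells score below -50%, meaning over 50% inhibition versus plate controls; inconclusive = some replicates but at most half score below -50%; inactive = no replicate scores below -50%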;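 note: 0% = median DMSO wells and -100% = median GW8510 positive control wells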
Target sequence (P49841 whole entry, looked up): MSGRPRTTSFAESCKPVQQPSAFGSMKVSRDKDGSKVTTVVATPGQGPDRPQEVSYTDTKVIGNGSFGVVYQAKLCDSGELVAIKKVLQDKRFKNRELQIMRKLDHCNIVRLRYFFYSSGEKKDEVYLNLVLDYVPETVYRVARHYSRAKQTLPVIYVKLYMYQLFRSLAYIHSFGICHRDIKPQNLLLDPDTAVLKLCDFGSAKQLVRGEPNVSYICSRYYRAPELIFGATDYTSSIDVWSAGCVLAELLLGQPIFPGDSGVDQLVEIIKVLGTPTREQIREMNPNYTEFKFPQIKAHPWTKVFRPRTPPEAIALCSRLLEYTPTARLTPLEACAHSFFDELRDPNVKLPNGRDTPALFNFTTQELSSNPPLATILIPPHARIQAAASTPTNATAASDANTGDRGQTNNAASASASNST
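Test system – GST-tagged human GSK3beta kinase, cell-free · Incubation – 60 min enzyme reaction, room temperature · Signal – ADP-Glo luminescence · Also added – peptide substrate and ATP at 25 µM · Controls – DMSO neutral wells and GW8510 at 20 µM as positive · Buffer or medium – Tris/MgCl2 kinase buffer · Measure – Luminescence-derived activity versus plate DMSO and GW8510 wells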
Active calls of the source: *; ? = inconclusive; · = not tested or not shown. Some of the compounds tested, so the mix of outcomes need not match the whole.

SMILES | KLF5 inhibitor | HSF1 inh | IEC-6 tox | Platelet DG rel | HSP90 inh | aSyn UTR inh | GSK3 alpha inh | HSF1 activator | DYRK1A inh | GSK3B inh
Cc1nc(-c2ccccc2)nc(-c2ccccc2)n1 | · | -4.1 | · | 0.5 | · | -6.2 | 2.2 | -3.2 | 0.0 | -3.3
O=[N+]([O-])c1cccc(/C=N/Nc2nc(C(Cl)(Cl)Cl)nc3ccccc23)c1 | -11.1 | -1.2 | 3.8 | 0.0 | -1.5 | -46.5 | -0.1 | -2.9 | 17.6 | 4.1
Cc1cc(CN2CCC(n3nccc3NC(=O)c3ccccc3Cl)CC2)cc(C)c1O | -6.9 | 6.6 | -0.6 | 6.3 | -5.4 | 4.2 | 2.9 | 8.2 | -3.3 | -3.5
CCCn1c2ccccc2c2cnn(CC(=O)NCCOC)c(=O)c21 | -42.4 | -3.2 | 0.5 | -0.2 | 1.6 | 7.3 | -1.7 | 3.1 | -1.3 | -1.1
CCOC(=O)c1sc(NC(=O)CSc2nc3cccnc3n2C)nc1C | -5.6 | 0.1 | 0.3 | -4.7 | 2.3 | 11.4 | 21.0 | -1.3 | 4.5 | 0.2
CCOC(=O)c1ccc(NC(=O)C2C3CCCCC32)cc1 (stereo not drawn) | -98.1 | 19.0 | 1.0 | 0.6 | 4.2 | -184.5 | -0.9 | ? | -1.4 | -0.6
C=Cc1ccc(Cn2nc(-c3ccccc3)ccc2=O)cc1 | -34.6 | 4.9 | -4.8 | -2.9 | -1.8 | -16.0 | 0.8 | 24.0 | -10.2 | -0.8
COc1ccc(/C=C/C(=O)NCCC(=O)N2CCCN(C)CC2)cc1 | -22.8 | 4.2 | -5.9 | 2.3 | -1.6 | 12.5 | -2.7 | -10.1 | -1.3 | 2.1
COc1ccc(CNC(=O)CSc2nnc3c(n2)[nH]c2ccc(C)cc23)cc1 | -19.0 | -1.0 | -2.9 | -1.1 | -0.1 | 2.6 | -1.4 | 4.9 | -8.5 | 3.1
O=C(O)c1nn(CC(=O)N2CCC(Cc3ccccc3)CC2)c(=O)c2ccccc12 | -14.7 | -1.6 | 3.0 | 20.4 | 0.4 | 15.5 | -1.2 | 15.0 | -6.7 | -0.4
Cn1c(N)c(C(=O)CSc2nc(N)cc(=O)[nH]2)c(=O)n(C)c1=O | -29.7 | -2.4 | -1.8 | 3.0 | 1.3 | 14.9 | -2.9 | 8.8 | 2.6 | 1.6
NC(=O)CC(NC(=O)c1ccc(Br)cc1)c1ccc(NCc2ccc(F)c(F)c2)c([N+](=O)[O-])c1 (stereo not drawn) | · | 10.5 | · | 0.9 | · | 17.5 | -3.4 | -6.7 | · | -6.8
COc1ccc(CCN(C)C2CCCN(C(=O)CCC(F)(F)F)C2)cc1OC (stereo not drawn) | -8.4 | -0.9 | -0.3 | -3.5 | -2.0 | 19.2 | -0.3 | -10.8 | -3.1 | 1.4
Cc1c(NCc2ccccc2O)c(=O)n(-c2ccccc2)n1C | 1.1 | -2.4 | -7.2 | 2.8 | -0.8 | 16.1 | 0.5 | -0.9 | -7.3 | -1.3
CC(OC(=O)C1CCC(=O)N1)C(=O)Nc1cc(Cl)cc(Cl)c1 (stereo not drawn) | -3.6 | 1.2 | -0.3 | -4.6 | 1.1 | 11.2 | -1.5 | -0.3 | 1.8 | 2.8
N#Cc1cc2c(nc1SCC(=O)NCc1ccc3c(c1)OCO3)CCCCC2 | -29.2 | -3.4 | 2.6 | 3.4 | 1.3 | -14.3 | -4.5 | 2.6 | -7.4 | -2.4
CCOC(=O)c1c(C)[nH]c(C(=O)COC(=O)CNC(=O)c2ccc(Br)cc2)c1C | 6.5 | -1.8 | 1.6 | -7.6 | -3.1 | 3.8 | -1.8 | 18.8 | 3.0 | 0.7
CCOC(=O)N/C(N)=N/c1nc2ccccc2s1 | -132.5 | 23.4 | -1.0 | 3.0 | 6.3 | -115.6 | 0.2 | 52.8* | -1.0 | -4.7
O=C(c1ccc(NS(=O)(=O)c2ccccc2)cc1)N1CCN(Cc2ccc3c(c2)OCO3)CC1 | -28.3 | -3.2 | -3.5 | -3.0 | -1.4 | 30.0 | -0.6 | -5.9 | 3.9 | -2.2
Cc1cccc(NC(=S)NCCc2c[nH]c3ccccc23)c1 | 27.0 | 19.8 | -0.8 | 9.5 | -1.8 | -1.1 | -4.7 | 34.3 | -4.3 | -7.8
O=C(CCNC(=O)C1CCN(S(=O)(=O)c2ccccc2)CC1)NCc1ccc(Cl)cc1Cl | -17.1 | 5.7 | 2.6 | 3.0 | 2.5 | 23.6 | 7.4 | 4.7 | -2.6 | 0.9
Oc1cc2ccccc2cc1-c1n[nH]c(=S)o1 | -24.0 | -6.0 | -1.7 | -4.3 | 4.8 | -9.4 | 8.3 | -25.9 | 21.1 | -2.4
CC1(C)CC(NC(=O)C2CCC(=O)N(Cc3ccccc3F)C2)CC(C)(C)C1 (stereo not drawn) | -44.2 | 9.5 | -10.2 | -5.3 | -2.9 | -39.6 | · | 20.8 | -3.2 | 0.7
Cc1nnc2c3ccccc3c(-c3cccc4ccccc34)nn12 | -18.0 | · | 5.4 | · | 3.0 | · | · | · | 1.2 | ·
CCCCCOC(=O)CSc1nnc(-c2ccccc2)c(=O)[nH]1 | -16.2 | -1.5 | -5.0 | -1.3 | -2.2 | -2.3 | -2.2 | 20.0 | -3.6 | 1.3

Two of the compounds above, with two lines to a compound:
Below each compound – KLF5 inhibitor	HSF1 inh	IEC-6 tox	Platelet DG rel	HSP90 inh	aSyn UTR inh	GSK3 alpha inh	HSF1 activator	DYRK1A inh	GSK3B inh
N#Cc1cc2c(nc1SCC(=O)NCc1ccc3c(c1)OCO3)CCCCC2
  -29.2	-3.4	2.6	3.4	1.3	-14.3	-4.5	2.6	-7.4	-2.4
CCOC(=O)c1c(C)[nH]c(C(=O)COC(=O)CNC(=O)c2ccc(Br)cc2)c1C
  6.5	-1.8	1.6	-7.6	-3.1	3.8	-1.8	18.8	3.0	0.7

New compounds follow
SMILES | KLF5 inhibitor | HSF1 inh | IEC-6 tox | Platelet DG rel | HSP90 inh | aSyn UTR inh | GSK3 alpha inh | HSF1 activator | DYRK1A inh | GSK3B inh
O=c1nc(-c2ccccc2)n(-c2ccccc2)c2ncccc12 | -2.8 | 2.4 | 4.5 | 8.0 | 0.2 | 14.2 | -3.9 | 5.6 | 2.3 | 1.9
O=C(NCc1ccncc1)c1ccc(S(=O)(=O)Nc2ccccc2)cc1 | · | -4.9 | · | -19.1 | · | -3.1 | -1.6 | -14.3 | -4.7 | 4.2
COc1ccc(S(=O)(=O)Nc2ccc(F)cc2)c(C)c1C | -23.4 | 1.4 | -3.2 | -12.2 | -1.9 | -2.0 | 2.4 | -1.0 | -2.2 | -3.2
Cc1ccccc1N1CCN(CC(=O)NCc2ccc(Cl)cc2)CC1 | -10.9 | -2.7 | -9.9 | -4.6 | -5.0 | -6.1 | -0.8 | 8.1 | -3.1 | 1.8
Cc1ccc(CSc2nc(N)cc(N)n2)cc1 | -58.3 | 8.9 | 1.8 | 11.0 | -4.3 | -46.3 | 3.4 | 3.8 | 0.6 | 2.1
O=C(COC(=O)c1n[nH]c2ccccc12)NCc1ccccc1 | 1.4 | -2.2 | 0.4 | 1.5 | -4.5 | -19.0 | 0.1 | 1.9 | -7.0 | -2.2
Cc1ccc(C(=O)N2CCN(c3ncccn3)CC2)cc1 | -49.5 | -7.9 | -0.8 | -3.9 | 2.7 | 16.4 | -2.4 | 9.5 | -1.5 | -0.6
Cc1nc(C)c(-c2ccc(SCc3ccccc3C)nn2)s1 | -65.2 | 7.2 | -5.5 | 6.9 | -4.9 | -97.5 | 2.0 | 31.4 | -2.0 | 6.1
FC(F)(F)c1ccccc1CN1CCN(C2CCCCCC2)CC1 | -10.7 | -9.5 | -3.1 | 9.1 | -2.7 | 10.5 | 0.6 | 1.1 | 2.8 | -1.8
CCCCNC(=S)N(C)/N=C/c1ccc2c(c1)OCO2 | -39.1 | 0.9 | 11.5 | -9.5 | 1.8 | 22.7 | 2.4 | -3.3 | 0.6 | 3.1
C=CCNS(=O)(=O)c1ccc(N2C(=O)c3ccccc3C2=O)cc1 | -23.5 | -6.8 | -5.2 | 2.3 | 2.4 | 7.6 | -2.3 | 1.0 | -3.1 | 0.6
O=C(Nc1ccc(N2CCCCC2)cc1)C(Cl)c1ccccc1 (stereo not drawn) | -98.8 | 1.6 | -1.0 | 4.7 | -0.4 | -235.9 | -6.2 | 29.7 | -3.3 | 1.1
O=C(NC(=O)c1ccccc1)Nc1ccccc1 | 14.7 | 27.3 | 6.6 | 3.1 | 63.5* | 71.8* | -1.8 | 46.1 | 0.4 | -3.2
O=C(N/N=C/C(Br)=C/c1ccccc1)c1n[nH]c2c1CCC2 | -48.7 | -19.7 | 94.0* | -7.7 | -2.1 | -19.4 | -1.4 | -34.8 | -2.6 | 0.2
COc1ccc(-n2c(=S)[nH]c3cc(C(=O)NCc4ccccc4)ccc3c2=O)c(OC)c1 | 5.7 | 0.0 | 2.8 | -5.3 | 4.5 | 11.3 | 1.7 | 2.7 | 3.8 | -0.5
COC(=O)COc1ccc2c(-c3ccc(OC)cc3)cc(=O)oc2c1 | -30.7 | -11.4 | -4.5 | -5.3 | -1.8 | 0.8 | -3.8 | -9.3 | 2.5 | -1.1
Cc1c(CN2CCC(n3nccc3NC(=O)C3CCOC3)CC2)[nH]c2ccccc12 (stereo not drawn) | -27.4 | 0.0 | 2.7 | -6.0 | -2.6 | 6.3 | -0.3 | -16.3 | 2.7 | 0.6
COc1ccc(NC(=O)CC2C(=O)NCCN2C(=O)c2ccccc2)cc1 (stereo not drawn) | 9.7 | -9.3 | -0.4 | 6.7 | 1.3 | -12.3 | -1.2 | 2.7 | 3.9 | -4.3
CCOc1ccccc1-c1nc(-c2cccc(Br)c2)no1 | -9.1 | 6.0 | 2.8 | -5.0 | 5.4 | -134.8 | -2.5 | 20.8 | -7.5 | -1.0
COc1cccc(N2C(=O)N(c3ccccc3Cl)C3CS(=O)(=O)CC32)c1 (stereo not drawn) | -45.5 | -4.6 | -1.1 | -3.9 | 0.7 | 22.4 | 0.3 | 5.5 | -2.3 | -0.7
C[N+](C)(C)CCN1C(=O)CSC1=O | -4.3 | -6.7 | -0.7 | 3.0 | 2.9 | -17.2 | 2.0 | -7.6 | -2.8 | -1.3
CCC(C)c1ccc(NC(=O)c2cccnc2)cc1 (stereo not drawn) | -134.6 | 15.9 | -2.8 | 3.5 | -1.9 | -268.5 | -1.6 | 41.5 | 9.1 | 2.5
